# From PubChem BioAssay
# mcGAS MS inh – inhibitors of Mus musculus cyclic GMP-AMP synthase, initial high-throughput assay, cell-free, RapidFire MS; Q8C6L5; recombinant mouse cGAS, cGAMP by RapidFire MS; inhibition, % at 12.5 µM; 130,000 compounds, 0.18% hits;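 active means inhibition of cGAS enzyme activity at or above 60%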;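 further: enzyme stimulated by 45 bp dsDNA with ATP and GTP substrates; cGAMP share of summed cGAMP plus half ATP and half GTP signals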
# Target sequence (Q8C6L5 whole entry, looked up): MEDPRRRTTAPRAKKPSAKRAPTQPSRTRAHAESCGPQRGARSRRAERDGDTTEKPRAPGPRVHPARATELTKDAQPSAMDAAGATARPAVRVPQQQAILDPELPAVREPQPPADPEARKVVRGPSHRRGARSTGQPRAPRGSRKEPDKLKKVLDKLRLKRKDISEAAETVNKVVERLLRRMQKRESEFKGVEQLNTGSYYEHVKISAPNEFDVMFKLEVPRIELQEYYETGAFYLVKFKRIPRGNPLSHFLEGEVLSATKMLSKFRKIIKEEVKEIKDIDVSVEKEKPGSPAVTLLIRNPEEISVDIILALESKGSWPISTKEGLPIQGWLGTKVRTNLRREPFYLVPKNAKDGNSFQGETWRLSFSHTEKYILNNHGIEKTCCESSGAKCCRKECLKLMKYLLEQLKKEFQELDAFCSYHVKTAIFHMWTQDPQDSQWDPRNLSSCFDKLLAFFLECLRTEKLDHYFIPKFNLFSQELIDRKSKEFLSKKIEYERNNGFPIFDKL
# * = called active by the depositor; & = joins results of further samples. A portion of the library, so the mix of outcomes need not match the whole.
SMILES,mcGAS MS inh
Cc1cc(C)c(OCC(O)CNC(C)(C)CC(C)(C)C)c(C)c1 (centres undefined),-3.3
Cc1ccc(C)c(OCC(O)CN2C(=O)C3CN(C(N)=O)CCN3C2=O)c1C (centres undefined),0.5
Cn1nnnc1SCC(=O)Nc1ccc(S(N)(=O)=O)cc1,-2.5
Cc1cc(Br)c2c(c1N)C(=O)c1ccccc1C2=O,-1.0
CCCCCCCCCc1c(O)nc(SCCN(C)C)[nH]c1=O,-6.5
CN1CCN(CP(=O)(N2CCCCC2)N2CCCCC2)CC1,15.9
O=C(NCC1Cc2cc(F)ccc2O1)c1cccc([N+](=O)[O-])c1 (centres undefined),-2.6
CC(C)CN(C1CCS(=O)(=O)C1)S(=O)(=O)c1cn(C)c(=O)n(C)c1=O (centres undefined),-5.2
O=C1COCc2ccc(-c3ccoc3)cc2N1CCN1CCOCC1,-7.0
O=c1cc(-c2cccs2)[nH]c(=S)[nH]1,-7.4
Cn1c(=O)[nH]c2c3c(sc2c1=O)CC(C)(C)OC3,-1.1
CCn1ncc(C(=O)NCCc2nc(-c3ccc(Cl)cc3)no2)c1C,-11.0

# Look-ups from the entries so far:
# Value of CCn1ncc(C(=O)NCCc2nc(-c3ccc(Cl)cc3)no2)c1C in mcGAS MS inh: -11.0
# Value of O=c1cc(-c2cccs2)[nH]c(=S)[nH]1 in mcGAS MS inh: -7.4

# The list continues:
SMILES,mcGAS MS inh
Cc1nnc(SCC(=O)NCc2cc(CC(C)C)on2)s1,-7.4
CCc1nc(CC(=O)NC2(c3ccc(F)cc3)CCCC2)cs1,-14.0
CN(C)[C@@H]1C[C@@H](C(=O)O)N(Cc2ncc[nH]2)C1,9.0
COC(=O)c1ccc(CS(=O)(=O)N2CCCC(N(C)C)C2)cc1 (centres undefined),0.7
Clc1ccc(Nc2nc(-c3ccccn3)cs2)nc1,-18.3
CC(NCC(c1cccs1)N(C)C)c1nc(C(C)(C)C)no1 (centres undefined),-20.6
CC(Sc1nnnn1-c1ccccc1)C(=O)N(C)C (centres undefined),-3.2
Cc1ccc2cc(CCNC(=O)c3ccc(C(C)(C)C)cc3)c(=O)[nH]c2c1C,-7.0
c1ccc(CO/N=C2\CCn3cccc32)cc1,-22.5
Cc1noc(C(C)NC(=O)c2ccc(Oc3ccc(Br)cc3)nc2)n1 (centres undefined),-7.0
O=C1NCCc2c(OCc3ccccc3Cl)cccc21,-5.0
O=C(Cn1cc(-c2ccccn2)cn1)Nc1ccn(Cc2ccccc2)n1,-24.0

# Ordered by value in mcGAS MS inh (rising): some entries from above.
SMILES,mcGAS MS inh
O=C(Cn1cc(-c2ccccn2)cn1)Nc1ccn(Cc2ccccc2)n1,-24.0
O=C1COCc2ccc(-c3ccoc3)cc2N1CCN1CCOCC1,-7.0
O=C1NCCc2c(OCc3ccccc3Cl)cccc21,-5.0

# Continued:
SMILES,mcGAS MS inh
CCOc1ccccc1-n1c(=O)[nH]c2c(C(N)=O)nc(-c3cccc(O)c3)nc21,-5.7
CC1CN(S(=O)(=O)N2CC=C(c3ccccc3)CC2)CC(C)O1 (centres undefined),3.6
CC(C)Oc1ccc(CN2CCC2(C)C(=O)NCCc2c[nH]c3ccccc23)cc1 (centres undefined),-7.5
Cc1nn(CCO)c(C)c1CN(C)Cc1cnn(-c2ccccc2)c1,-32.7
COc1ccc2c(c1)Sc1ccccc1N2CCN(C)C,-11.4
COCc1nnc(C(=O)N(C)Cc2cc(C(C)(C)C)n[nH]2)o1,-6.9
CCn1c(C)c(C)n2c3c(=O)n(CC(=O)OC)c(=O)n(C)c3nc12,-6.6
CC(=O)c1cccc(CN2CCCC(O)(CO)CC2)c1 (centres undefined),-11.4
CC(=O)Cn1c(=O)c2c(nc3n2CCN3c2cccc(C)c2)n(C)c1=O,-1.2
COC(=O)CCn1cc(CN2[C@@H]3CC[C@H]2CN(C)C(=O)C3)cn1,-6.6
NCCn1ncc2c(N3CCCC3)ncnc21,-5.8
CCOC(=O)C1OC2(O)CC(C(F)(F)F)(Oc3nc(C)cc(C)c32)O1 (centres undefined),-8.5
CCOC(=O)Nc1c[n+](N2CCOCC2)no1,-13.3&-3.1&0.7
CC1(C)Oc2ccc3ccc(=O)oc3c2-c2cnoc21,2.7
CC(=O)N1C(C)CN(S(=O)(=O)c2ccc(C)cc2)C1c1ccc(N(C)C)cc1 (centres undefined),-7.5
CCN(c1ccc(F)cc1)S(=O)(=O)c1ccc2c(c1)CCN2C(C)=O,-1.1
CC1CCCCN1S(=O)(=O)NC(c1ccccc1)c1ccccn1 (centres undefined),5.5
Nc1ncnc2sc3c(c12)CCC3,-5.6
Cc1ccc(C(=O)N2CCCCC2C)s1 (centres undefined),0.8
CS(=O)(=O)NCC1CCCN(CCSc2ccccc2)C1 (centres undefined),-13.2
COc1cccc(CN2CCCC3(CCN(Cc4cnc(C)nc4)C3)C2=O)c1 (centres undefined),-0.5
CC(C)c1ccccc1NC(=S)N(CCC#N)CCC#N,0.0
CCN1CCC(CNC(=O)c2cc(C)nc3onc(C)c23)CC1,-15.1
COc1cccc(C(=O)N2CCCC(OCc3ccc(F)c(F)c3)C2)c1 (centres undefined),-1.6
O=C(NCc1ccc(-c2ccccc2F)o1)N1CCC2(CC1)OCCO2,-10.7&-7.6
CCCCn1c(SC(C)C(=O)Nc2ccc(C#N)cc2)n[nH]c1=O (centres undefined),7.6
C[C@H](C(=O)NC1CC1)N1Cc2ccc(N3CCOCC3)nc2C1=O,3.7
CN(Cc1ccccc1)CC1CC(=O)N(C2CCCC2)C1 (centres undefined),-23.5
Cn1ccn2ncc(C(=O)NCCc3csc(-c4cccnc4)n3)c12,-11.9
O=c1cc(CSc2ccc(F)c(F)c2)nc2ccc(Br)cn12,-2.6
CC(=O)N1CCCN(C2CN(CC(O)c3ccccc3)CC2C)CC1 (centres undefined),-14.1
COCCNC(=O)[C@@H](C)N1Cc2ccc(N3CCOCC3)nc2C1=O,5.5
COc1ccccc1C(=O)C1CCCN(C(=O)Cn2nc3ccccc3n2)C1 (centres undefined),-8.0
Cc1cc(C(C)(O)CNC(=O)CCOCC(C)C)c(C)o1 (centres undefined),0.6
Cc1cccc(NC(=O)CSc2nnc(CCC(=O)O)c(=O)[nH]2)c1,-13.2
CC1CCN(CCNC(=O)c2cccc(NC(=O)c3ccc(F)cc3)c2)CC1,-5.3
CC(Sc1nnnn1C)C(=O)Nc1ccnn1C(C)C (centres undefined),10.1
Cc1ccc(C(C)(C)NC(=O)CCN2CCCCO2)cc1,-5.7
CC(C)Cn1ccnc1NC(=O)c1ccc(N2CCc3ccccc3C2)cc1,-5.3
Cc1cn2c3c(=O)n(Cc4cccc(Cl)c4)c(=O)n(C)c3nc2n1CCOCCO,-9.5
Cc1noc(C)c1COC(=O)C(=Cc1cccs1)c1cccs1,1.4
Cc1ccc(C2(O)CCN(c3ncccc3F)CC2)nc1,1.6
Cc1ccn2c(CNCc3ccc(F)cc3F)c(C(=O)N3CCCCCC3)nc2c1,-3.2
O=C(CN1CCOC1=O)N1CCOC(c2ccc(Cl)c(Cl)c2)C1 (centres undefined),-20.2
c1ccc(-c2cc(CSc3nnc(C4CC4)n3C3CC3)no2)cc1,-7.1
Cc1[nH]cnc1-c1c(-c2ccccc2)ncn1C,-13.9
CC1(Cc2cccc(F)c2)C(=O)Nc2cc(Cl)ccc21 (centres undefined),-6.7
CCN(CCc1nc2ccc(C)cc2[nH]1)C(=O)COC,-3.0
O=C(Nc1ccccc1)Nc1ccc(-c2cn3cccnc3n2)cc1,8.2
CC(C(=O)NC1CCCCC1)N1CCN(S(=O)(=O)c2cccc(Cl)c2Cl)CC1 (centres undefined),-7.6
Cc1nc2sccn2c1C(=O)NCc1ccc2c(c1)OCO2,-9.1
CCOc1ccc2nc(N3CCCC(C(=O)NCCc4nc(C)c5c(n4)CCCC5)C3)nc(C)c2c1 (centres undefined),5.9
N#Cc1cccc(NC(=O)CN2CCC3(CC2)OCc2ccccc23)c1,-2.4
COCCn1c(-c2ccc3c(c2)CC(=O)N3)csc1=Nc1cccc(NC(C)=O)c1,14.8
COCCC1CN(c2nc(CCN)nc3ccccc23)CCO1 (centres undefined),-16.7
CCCn1c(SCC(=O)c2cc(C)n(-c3cc(C)on3)c2C)n[nH]c1=O,-6.3
CCN(C(=O)OC)C(c1ccccc1)C1CCCCC1=O (centres undefined),-1.8
Cc1ccc(NC2CCCN(C(=O)c3snnc3C)C2)cc1C (centres undefined),-2.8
Cn1cc(C(=O)NCCCN2CCCC2=O)c2[nH]c(=O)n(-c3ccccc3)c(=O)c21,-19.5
COc1ccc(C(=O)N2C[C@@H](C)O[C@@H](C)C2)cc1OC1CCN(C(C)=O)CC1,0.6

# (list continues)
SMILES,mcGAS MS inh
COc1ccccc1NC(=O)NCC(C)N1CCCCC1 (centres undefined),-7.9
CCOC(=O)N1CCN(C2CCCN(Cc3cn[nH]c3-c3ccc(Cl)cc3)C2)CC1 (centres undefined),-2.5
Cc1ccc(CNc2ccc(CNc3ncn[nH]3)cc2)cc1,-3.4
Fc1ccc2c(NC3CCN(c4ncccn4)CC3)ccnc2c1,-2.3
CC1CCC(NC(=O)CSc2nnc(C(C)C)o2)CC1 (centres undefined),5.4
O=C(c1cccc(-n2cccn2)c1)N1[C@H]2CCNC[C@@H]1CC2,-21.2
CCn1c(=O)c(C(=O)O)nn(-c2cccc(C)c2)c1=O,4.1
COC(C(=O)N1CCc2cccc(F)c21)c1ccccc1 (centres undefined),-0.5
Cc1cc(C)c(NC(=O)CN(C)C(=O)C2(S(=O)(=O)c3ccccc3)CCCC2)c(C)c1,-4.3
Cc1ccc(CC(C#N)Sc2nnc(C3CCCCC3)o2)cc1 (centres undefined),0.1
Cc1ccccc1CN(CC1CCCO1)C(=O)CCN1CCCCO1 (centres undefined),-9.0
N#CC(=Cc1cnn(-c2ccccc2)n1)c1nc2ccccc2s1,-4.2
CCn1c(=O)n(CC(=O)NCc2ccccc2F)c2ccccc21,0.7
CS(=O)Cc1cc(NC(=O)c2cccc(Cl)c2)ccc1Cl (centres undefined),-2.2
CCN(CC)C(=O)CSc1nc(-c2ccccn2)no1,-6.9
O=C(NC(c1ccccc1)c1ccccc1)c1ccc(=O)[nH]c1,-12.6
CC1=C(C(N)=O)C(c2ccco2)C(C#N)C(SCC(=O)O)=N1 (centres undefined),-10.1
CS(=O)(=O)CCNc1ccc2cc(Br)c(F)cc2n1,-1.1
COCCCn1c(-c2ccc(C)cc2)nc2oc3ccccc3c(=O)c2c1=O,-4.2
Cc1noc(C)c1S(=O)(=O)NC1CCCCCCC1,-6.7
CN1CCn2nc(C(=O)NCC(c3cccnc3)N3CCOCC3)cc2C1 (centres undefined),-3.2
Cc1cnc(C)c(N2CCC3(CCCO3)CC2)n1,-32.8
Cc1nc(CCNC(=O)CSCc2ccccc2Cl)cc(=O)[nH]1,-13.9
CNC(=O)c1ccsc1NC(=O)c1ccc(Cl)s1,-2.8

# Six entries drawn at random from those above:
SMILES,mcGAS MS inh
CNC(=O)c1ccsc1NC(=O)c1ccc(Cl)s1,-2.8
Cc1nc(CCNC(=O)CSCc2ccccc2Cl)cc(=O)[nH]1,-13.9
CS(=O)(=O)CCNc1ccc2cc(Br)c(F)cc2n1,-1.1
CCn1c(=O)n(CC(=O)NCc2ccccc2F)c2ccccc21,0.7
CS(=O)Cc1cc(NC(=O)c2cccc(Cl)c2)ccc1Cl (centres undefined),-2.2
O=C(NC(c1ccccc1)c1ccccc1)c1ccc(=O)[nH]c1,-12.6

# The results go on.
SMILES,mcGAS MS inh
Cc1ccccc1C1CC(=O)c2c(C)nc(N3CCC(C(N)=O)CC3)nc2C1 (centres undefined),-13.6
O=C1CN(CC(=O)N2CCCC(Nc3cccc(F)c3)C2)C(=O)N1 (centres undefined),-54.7
CC(C)c1cc(C2CCN(C(=O)c3ccc(Cn4cnnn4)cc3)CC2)[nH]n1,-14.7
Cc1cc(C)n(C(C)C(=O)N(Cc2cnn(C)c2)C(C)C)n1 (centres undefined),1.6
Cc1c(C(=O)N2CCNCC2C(=O)N2CCOCC2)sc2ccccc12 (centres undefined),-19.6
O=C(CCc1nc2sc3c(c2c(=O)[nH]1)CCCC3)N1CCCCC1,7.4
CCn1c(CCN)nnc1Sc1cccc(F)c1C#N,-10.6
COc1ccc(Cl)cc1-c1nc(-c2nonc2N)no1,-2.0
O=C(Nc1cccc2ccccc12)N(Cc1ccco1)CC(F)(F)F,3.9
Cc1occc1C(=O)NCc1cccnc1N1CCCCCCC1,1.6
Cn1ccnc1SCCNC(=O)C1CCC(=O)N(C2CCCCCC2)C1 (centres undefined),-6.2
CCOc1ccc(-c2ccc(C)c(NC(=O)c3cccc(OC)c3OC)c2)nn1,-3.4

# The final 2 compounds of the part above open the next one:
SMILES,mcGAS MS inh
Cn1ccnc1SCCNC(=O)C1CCC(=O)N(C2CCCCCC2)C1 (centres undefined),-6.2
CCOc1ccc(-c2ccc(C)c(NC(=O)c3cccc(OC)c3OC)c2)nn1,-3.4
COc1cc(CNc2ccc(N(C)C)cc2)ccc1OCC(=O)NC(C)(C)C,-8.7
CN1CCC2(CCN(C(=O)CCc3ccc(O)cc3)CC2)C1,-11.9
O=C(c1cccc(C(F)(F)F)c1)C1CCCN(Cc2c[nH]c(=O)[nH]c2=O)C1 (centres undefined),-7.3
CC(C)NC(=O)c1ccc(NC(=O)N2CCNC(=O)C2)cc1,-1.3
C(=NN1CCN(C2c3ccccc3-c3ccccc32)CC1)c1ccc2c(c1)OCCO2,-3.0
O=C(Nn1ccc2c(nnc3ccnn32)c1=O)c1ccncc1,-12.6
C=CCN(CC=C)C(=O)CNC1CCN(S(C)(=O)=O)CC1,-6.6
CSc1nc2ccc(N=Cc3ccc4ncccc4c3)cc2s1,-0.9
CCCn1c(N)c(C(=O)CSc2nc(C)nc3sc(C)c(C)c23)c(=O)[nH]c1=O,1.7
CCCN(Cc1cnc(S(C)(=O)=O)n1CC1CCCO1)CC1CC1 (centres undefined),-8.6
Cc1cc(Cl)ccc1C(=O)C1CCCN(C(=O)c2ccccc2N2CCOCC2)C1 (centres undefined),-7.8
O=C(Cc1ccc(-n2cnnn2)cc1)OCC1CCCCO1 (centres undefined),-5.1
CNC(=O)[C@@H]1C[C@@H](N)CN1C(=O)c1ccc2scnc2c1,-13.3
N#CC(C(=O)COc1cc(F)ccc1F)c1nc2ccccc2s1 (centres undefined),1.4
CC(C)c1ccc(NC2CCCN(c3cncc(C(=O)N(C)C)n3)C2)cc1 (centres undefined),-4.4
